Screening data from PubChem.
GALK inh: inhibitors of human galactokinase (GALK); P51570; recombinant GALK, Kinase-Glo ATP luminescence, 1 h; Potency, µM (titrated, usually from 57.5 µM), for the others: at the highest dose activity, negative = inhibition, hits mostly inhibitors; 44,000 tested, under 10 active;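 also: plate controls were full GALK reaction for no effect and reaction lacking GALK for full effect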
Target sequence (P51570 whole entry, looked up): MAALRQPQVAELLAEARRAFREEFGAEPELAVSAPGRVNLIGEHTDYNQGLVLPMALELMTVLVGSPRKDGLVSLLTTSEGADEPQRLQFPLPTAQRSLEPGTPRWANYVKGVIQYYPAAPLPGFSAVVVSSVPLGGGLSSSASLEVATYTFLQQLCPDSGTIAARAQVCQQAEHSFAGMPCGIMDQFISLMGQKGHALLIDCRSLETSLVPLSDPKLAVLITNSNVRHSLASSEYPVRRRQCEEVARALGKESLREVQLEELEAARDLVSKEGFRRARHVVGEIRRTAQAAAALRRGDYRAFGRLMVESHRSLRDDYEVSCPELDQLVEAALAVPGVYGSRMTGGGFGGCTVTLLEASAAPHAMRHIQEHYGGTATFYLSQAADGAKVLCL
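5 nM GALK with 35 µM ATP and 100 µM galactose in HEPES pH 8.0, MgCl2, NaCl, DTT, BSA; 1 h RT reaction, remaining ATP detected by Kinase-Glo Plus luminescence after 10 min; qHTS concentration series.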
FH mod: Identification of activators of human fumarate hydratase by quantitative high-throughput screening. Fumarate hydratase, mitochondrial (Homo sapiens), P07954. FH coupled MDH/diaphorase resazurin fluorescence, 15 min. Potency, µM (series often up to 79.9 µM), for the others: top-dose activity change, negative = inhibition, usual class: inhibitors. actives 0.22% (n = 54,000); also: potency is read from the fitted curve at half-maximal effect; % is scaled to controls: 0 for no effect and ±100 for the full control effect; the screen sought activators but most active calls are inhibition curves; nearly all actives have a fitted effect of over 45% in size
p53null 39C tox: selectivity test: cytotoxicity in p53 null cells, nonpermissive temperature; actives 0.97% (n = 55,000); Potency, µM (series often up to 46.1 µM), without a hit: at the top dose activity, negative = cell killing, usual class: cytotoxic; H1299 p53-null (neo) cells, 39C, ATPlite viability, 24 h;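 also: potency is read from the fitted curve at half-maximal effect; 0% = DMSO only and -100% = full killing by 100 µM tamoxifen; nearly all actives have a fitted effect of over 50% in size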
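Temperature-shift cytotoxicity format: compound titrations on p53-null or A138V-expressing H1299 cells held 24 hr at 39C, cell ATP then measured, AC50 from Hill model.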
p53null 32C tox: kills p53 null cells at the permissive temperature; Potency, µM (highest dose often 46.1 µM), without a hit: top-dose activity change, negative = cytotoxicity, actives largely listed as cytotoxic; actives 0.62% (n = 55,000); H1299-neo p53 null cells, ATP luminescence, 24 h, 32C;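 also: potency is read from the fitted curve at half-maximal effect; 0% = DMSO only and -100% = full killing by 100 µM tamoxifen; nearly all actives have a fitted effect of over 55% in size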
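AC50 values derive from Hill modelling of qHTS concentration-response data (up to 46 uM) in H1299-neo cells. Cells were treated 24 h at 32C following overnight attachment at 37C; viability was read as cellular ATP.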
NTMT1 inhibitor: inhibitors of human N-terminal methyltransferase NTMT1; actives 2.5% (n = 59,000); Q9BV86; Potency, µM (series often up to 114 µM), for the others: top-dose activity change, negative = inhibition, usual class: inhibitors; AID 1645870; NTMT1 MTase-Glo SAH luminescence, purified enzyme;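 also: potency is read from the fitted curve at half-maximal effect; plate controls were DMSO vehicle for no effect and no enzyme for full effect; nearly all actives have a fitted effect of over 65% in size; many of its hits are not listed in these tables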
Target sequence (Q9BV86 whole entry, looked up): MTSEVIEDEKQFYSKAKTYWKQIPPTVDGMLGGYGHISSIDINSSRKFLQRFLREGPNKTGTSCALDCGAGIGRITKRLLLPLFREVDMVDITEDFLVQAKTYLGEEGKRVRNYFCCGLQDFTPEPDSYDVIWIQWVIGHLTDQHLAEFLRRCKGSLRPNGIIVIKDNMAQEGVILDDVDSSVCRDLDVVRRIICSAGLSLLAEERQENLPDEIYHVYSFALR
PTAP-TSG101 blk: blocks PTAP binding to human TSG101, validation; Q99816; Fluorescence polarization, FITC-PTAP peptide/Tsg101, 20 min; Potency, µM (doses to about 115 µM), inactives show top-dose activity change, negative = inhibition, actives largely listed as inhibitors; 44,000 tested, under 10 active; also: potency is read from the fitted curve at half-maximal effect; 0% is about no effect
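qHTS FP binding, 20 min r.t.: 10 uM Tsg101 domain + 50 nM FITC-PTAP peptide, pH 7.5 HEPES buffer with TCEP and EDTA.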
B2AR arrestin ag: ADRB2 beta-arrestin recruitment | HTLA Tango cells, beta-arrestin recruitment, luciferase luminescence, 18 h | Potency, µM (series often up to 46.1 µM), for the others: at the top dose activation, hits mostly activators | 44,000 tested, under 10 active | AID 1347077;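 also: potency is read from the fitted curve at half-maximal effect; 0% = DMSO and full agonism = EC100 isoproterenol or metaproterenol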
Target sequence (P07550 whole entry, looked up): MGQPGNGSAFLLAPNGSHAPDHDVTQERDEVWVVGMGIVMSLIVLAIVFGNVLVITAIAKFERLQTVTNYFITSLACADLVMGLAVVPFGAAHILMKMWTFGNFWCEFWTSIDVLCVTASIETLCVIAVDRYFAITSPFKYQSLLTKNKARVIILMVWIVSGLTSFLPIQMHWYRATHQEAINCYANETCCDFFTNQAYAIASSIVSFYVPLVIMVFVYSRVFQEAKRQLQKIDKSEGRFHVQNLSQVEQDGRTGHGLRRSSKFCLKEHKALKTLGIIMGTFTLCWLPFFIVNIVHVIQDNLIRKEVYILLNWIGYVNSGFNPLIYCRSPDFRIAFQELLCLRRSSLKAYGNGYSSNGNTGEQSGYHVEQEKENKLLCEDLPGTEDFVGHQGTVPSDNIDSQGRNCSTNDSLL
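Ligand-induced beta-arrestin recruitment to recombinant beta2-AR is measured via a tTA-driven luciferase reporter in Tango cells after 18 hr compound exposure at 37 degrees C. Concentrations span up to 46 microM.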
* hit, by the source's call; ? = inconclusive; . = not tested or not shown; [ ] = remark or other dose. Calls follow the shape of the dose curve; as a rule, active = well fitted curve in the direction sought with a large enough effect; inconclusive = small, poorly fitted or top-dose-only effect, or another doubt; inactive = no such curve, though single readings can be large; an effect the other way counts as inactive or inconclusive. The list is partial; rates above refer to the full screens.

SMILES	GALK inh	FH mod	p53null 39C tox	p53null 32C tox	NTMT1 inhibitor	PTAP-TSG101 blk	B2AR arrestin ag
CN1CCN(CCCNC(=O)Cn2c(-c3cccs3)cc3cc(Cl)ccc32)CC1	-6.6%	-6.4%	-23.3%	-4.0%	?	-9.0%	-0.5%
Cc1nn(CC(=O)Nc2cc(F)ccc2F)c(=O)c2cccn12	-1.1%	-2.5%	-9.0%	1.3%	14.1%	-0.7%	0.5%
COc1ccc(CNC(=O)Cc2c(C)c3cc4c(C)coc4cc3oc2=O)cc1OC	-13.1%	-0.6%	-5.0%	1.1%	9.1%	2.9%	-1.0%
CCOc1ccccc1NC(=O)c1c(NCc2cccs2)sc2c1CCCCC2	3.7%	?	20.6%	?	?	0.6%	?
CC(C)C12CN3CC(C(C)C)(CN(C1)C3c1ccc(OCc3ccccc3)cc1)C2=O (stereo unspecified)	-11.3%	3.3%	-0.5%	3.8%	9.4%	2.3%	-1.2%
CCOc1ccc(C(=O)Nc2c(C(=O)Nc3ccccc3OC)oc3ccccc23)cc1OCC	1.7%	-1.0%	-12.4%	-8.2%	1.6%	0.9%	0.4%
COc1ccc(C(=O)NNc2ncnc3c2cnn3-c2ccc(C)c(Cl)c2)cc1	1.5%	27.3%	11.9%	0.3%	7.8%	-1.5%	3.3%
Cc1ccc(OCC(=O)Nc2ccc(Cl)c(-c3nc4ncccc4o3)c2)cc1C	-5.8%	-26.1%	-9.4%	9.0%	5.4%	-1.0%	0.4%
COc1ccc(Cc2nnc(C(=O)NCCCN3CCN(c4ccccc4F)CC3)o2)cc1OC	4.8%	-0.5%	39.3%[activator]	11.5%	6.4%	-7.3%	3.7%
Cc1cccc(-n2nc(C)c(C(=O)Nc3cc(C)ccc3C)c2-n2cccc2)c1	3.7%	-14.1%	19.6%	15.0%	1.0%	-6.3%	1.0%
Nc1c(C(=O)Nc2ccc(OC(F)(F)F)cc2)sc2nc(-c3ccncc3)ccc12	0.8%	6.5%	?	-15.5%	1.5%	-5.1%	-0.1%
CCc1cccc(NC(=O)CN(c2ccc(C)cc2)S(=O)(=O)c2cccs2)c1	8.4%	-18.3%	13.2%	14.4%	-10.6%	2.3%	0.1%
CC(C)Oc1ccc(C(=O)N2CCC(c3nc4ccccc4o3)CC2)cc1	2.6%	-21.1%	6.2%	9.9%	1.6%	-1.3%	-4.7%
O=C(Nc1ccc(-c2nc3ccccc3o2)c(O)c1)c1cc(Cl)ccc1Cl	0.0%	3.4%	-9.9%	-6.9%	11.3%	-3.0%	0.1%
COc1ccc2oc(=O)cc(CN3CCN(c4ccccc4OC)CC3)c2c1	-11.5%	-8.3%	-10.5%	-7.2%	18.9%	-4.8%	-1.2%
Cc1ccc(-c2nn(CC(=O)NC3CCCC3)c3c2cnc2ccc(F)cc23)cc1C	-0.1%	-4.0%	11.1%	-8.2%	?	3.7%	0.3%
Cc1ccc(C)c(N2CCN(S(=O)(=O)c3c(C(=O)N4CCC(C)CC4)c(C)n(C)c3C)CC2)c1	-5.8%	-24.9%	18.0%	12.9%	-14.0%	-6.0%	-0.7%
COc1ccc2c(c1)CCc1c(C(=O)Nc3cc(C)ccc3O)noc1-2	4.6%	.	-13.9%	-26.3%	.	-3.3%	0.3%
COc1cccc(C(=O)Nc2nc3nc(C)c(C)c(=O)n3[nH]2)c1	2.9%	-7.5%	9.2%	6.3%	14.5%	-3.0%	-1.6%
COc1cccc(NC(=O)N2CCN3CCCCC3C2)c1 (stereo unspecified)	-1.2%	0.5%	22.6%	9.9%	-16.4%	-1.5%	0.3%
O=C(CCCn1ccc2cc(S(=O)(=O)N3CCCC3)ccc21)NCc1ccc(Cl)cc1	1.6%	-17.4%	?	-6.7%	-3.6%	-0.1%	0.2%
O=C(COc1ccccc1)Nc1nnc(S(=O)(=O)N2CCCC2)s1	4.0%	5.0%	5.4%	5.9%	6.4%	-1.6%	0.1%
Cc1cccc(NC(=O)CSc2nnc(CNC(=O)c3c(F)cccc3Cl)o2)c1C	-7.1%	?	-3.5%	6.2%	-18.9%	-4.1%	-1.7%
CCc1ccc(NC(=O)NCCc2c(C)nn(C)c2C)cc1	-2.0%	-16.3%	-7.4%	-11.1%	14.3%	0.3%	0.7%
CCCc1nn2c(=O)cc(COC(=O)c3ccc4c(c3)OCO4)nc2s1	2.1%	?	-1.9%	-4.5%	9.0%	0.8%	-1.1%

Single values from the list:
GALK inh with `COc1ccc2oc(=O)cc(CN3CCN(c4ccccc4OC)CC3)c2c1` = -11.5%
B2AR arrestin ag with `CCc1cccc(NC(=O)CN(c2ccc(C)cc2)S(=O)(=O)c2cccs2)c1` = 0.1%

Next section:
SMILES	GALK inh	FH mod	p53null 39C tox	p53null 32C tox	NTMT1 inhibitor	PTAP-TSG101 blk	B2AR arrestin ag
Cc1ccc(C2c3c(-c4cc(C)ccc4O)n[nH]c3C(=O)N2Cc2ccco2)cc1 (stereo unspecified)	0.1%	?	?	17.8µM*	7.0%	-9.3%	-0.9%
CCOc1ccc(CN2C(=O)c3ccccc3Sc3ccc(C(=O)O)cc32)cc1	0.7%	-8.8%	-9.6%	13.8%	-16.1%	-2.1%	-1.4%
COc1ccc(C(=O)c2sc(Nc3cc(Cl)ccc3C)nc2N)cc1OC	-1.6%	?	85.8%[activator]	?	?	-3.1%	-0.5%
Cc1ccc(CN(Cc2ccco2)C(=O)c2ccccc2Cl)o1	2.7%	-14.6%	?	-6.7%	1.3%	1.0%	-1.6%
COc1ccccc1CNC(=O)C1CCCN(c2nnc(-n3c(C)ccc3C)s2)C1 (stereo unspecified)	-0.6%	-1.3%	-1.4%	-0.1%	1.9%	0.5%	-1.5%
Cc1c(C(=O)NCc2ccccc2Cl)sc2nc[nH]c(=O)c12	4.7%	6.7%	-6.1%	-4.2%	0.8%	0.3%	-0.2%
Cc1ccc(C(=O)c2c(N)c(C(=O)Nc3ccccc3Cl)c3ccccn23)cc1	7.5%	-0.5%	-3.2%	-5.2%	2.3%	0.4%	-3.1%
O=C(CNC(=O)c1ccc(Cl)cc1)OCc1cc(=O)n2nc(C3CC3)sc2n1	1.0%	28.4%	-16.8%	-4.4%	10.8%	-0.1%	0.3%
Cc1ccc(CNC(=O)c2c3c(nc4ccccc24)C(=O)N(C2CCCCC2)C3)cc1	3.4%	-12.6%	6.7%	6.5%	-26.8%	-1.0%	-0.4%
CCc1ccc(OCc2nc(-c3ccc(-n4cccc4)cc3)no2)cc1	8.0%	-7.4%	8.0%	-20.8%	12.2%	-1.4%	0.3%
CCn1c(=O)c2cc(C(=O)N(CC(C)C)CC(C)C)sc2c2ccccc21	8.1%	?	14.3%	-7.9%	11.9%	-0.5%	0.2%
CCOc1ccccc1NC(=O)C1CCN(S(=O)(=O)c2cc(Br)cc3c2N(C(C)=O)CC3)CC1	-2.8%	1.6%	-9.7%	6.9%	9.4%	-1.0%	-0.7%
COc1ccc(CCNC(=O)c2ccc(CSCc3ccc(C)cc3)o2)cc1OC	0.1%	-21.0%	20.9%	19.6%	-1.6%	-3.6%	-0.7%
Cc1cccc(N2CCN(C(=O)CCNS(=O)(=O)c3ccc4c(c3)CCN4C(=O)C3CC3)CC2)c1C	0.0%	-5.9%	10.0%	16.5%	-0.2%	-5.6%	5.2%
Cc1cccc(-c2nnn3c2nc(NCCc2ccc(S(N)(=O)=O)cc2)c2cc(Cl)ccc23)c1	0.9%	-13.2%	-10.9%	6.5%	-1.1%	1.5%	0.2%
COc1ccc2c(c1)cc1c(=O)n(CC(=O)NCCCc3ccccc3)nc(C)n12	-2.8%	.	-4.2%	-3.2%	.	-2.0%	0.5%
COc1ccc(-c2onc(C)c2C)cc1S(=O)(=O)N(C)Cc1ccco1	-2.0%	-16.8%	5.4%	4.9%	-1.2%	0.2%	0.6%
N#C/C(=C\c1ccc(-c2ccc(F)cc2F)o1)c1nc2ccccc2[nH]1	-1.6%	-1.4%	?	?	?	-12.0%	0.7%
CCOc1ccc(CNC(=O)C(C)n2ncn3cccc3c2=O)cc1 (stereo unspecified)	-10.1%	18.7%	-21.4%	-4.4%	-7.3%	2.1%	-2.5%
CNC(=O)c1ccc(NC(=O)COc2ccc(-c3nn(C)c(=O)c4ccccc34)cc2)cc1	?	-6.6%	-17.3%	-7.6%	-13.3%	1.1%	-0.6%
COc1ccc(-c2onc(C)c2C)cc1S(=O)(=O)NCC1CCN(Cc2cccc(F)c2)CC1	-0.3%	-12.2%	?	-1.2%	-4.5%	-6.8%	2.4%
COc1cccc(-n2c(SCC(=O)Nc3nnc(C)s3)nc3c([nH]c4ccccc43)c2=O)c1	-1.5%	-15.4%	26.2%	8.8%	-1.4%	0.4%	0.5%
Cc1ccc(-n2c(CCC(=O)O)ccc2-c2cccs2)cc1Cl	1.3%	-5.8%	-0.3%	-1.2%	-10.7%	-4.2%	-1.6%
CCCOc1ccc(CNC(=O)c2[nH]c3cc(OC)ccc3c2Sc2ccccc2)cc1	-9.5%	-12.5%	44.7%[activator]	30.4%[activator]	15.2%	-4.3%	-1.1%
CCOC(=O)c1c(C)[nH]c(C)c1S(=O)(=O)N(C)CC(=O)Nc1cccc(Cl)c1C	-0.7%	4.9%	-8.8%	7.8%	-5.5%	-7.2%	-0.3%
COc1ccccc1CNC(=O)C(=O)NCC(c1cccs1)S(=O)(=O)c1cccs1 (stereo unspecified)	-1.9%	-21.2%	10.0%	-5.3%	-1.0%	1.6%	-2.4%
COc1ccccc1N1CCN(C(=O)Cn2c(=O)nc(-c3ccccc3)c3cc(Cl)ccc32)CC1	-2.5%	-1.0%	5.8%	2.4%	-6.4%	-20.4%	-0.6%

Of the compounds above, seven have a furan ring, fused or not:
SMILES	GALK inh	FH mod	p53null 39C tox	p53null 32C tox	NTMT1 inhibitor	PTAP-TSG101 blk	B2AR arrestin ag
COc1ccc(CNC(=O)Cc2c(C)c3cc4c(C)coc4cc3oc2=O)cc1OC	-13.1%	-0.6%	-5.0%	1.1%	9.1%	2.9%	-1.0%
CCOc1ccc(C(=O)Nc2c(C(=O)Nc3ccccc3OC)oc3ccccc23)cc1OCC	1.7%	-1.0%	-12.4%	-8.2%	1.6%	0.9%	0.4%
Cc1ccc(C2c3c(-c4cc(C)ccc4O)n[nH]c3C(=O)N2Cc2ccco2)cc1 (stereo unspecified)	0.1%	?	?	17.8µM*	7.0%	-9.3%	-0.9%
Cc1ccc(CN(Cc2ccco2)C(=O)c2ccccc2Cl)o1	2.7%	-14.6%	?	-6.7%	1.3%	1.0%	-1.6%
COc1ccc(CCNC(=O)c2ccc(CSCc3ccc(C)cc3)o2)cc1OC	0.1%	-21.0%	20.9%	19.6%	-1.6%	-3.6%	-0.7%
COc1ccc(-c2onc(C)c2C)cc1S(=O)(=O)N(C)Cc1ccco1	-2.0%	-16.8%	5.4%	4.9%	-1.2%	0.2%	0.6%
N#C/C(=C\c1ccc(-c2ccc(F)cc2F)o1)c1nc2ccccc2[nH]1	-1.6%	-1.4%	?	?	?	-12.0%	0.7%
